# From PubChem BioAssay
# H9c2 TAG inh: inhibitors of triacylglycerol accumulation, primary screen, cell-based, uHTS, fluorescence, H9c2 | H9c2 cells, Nile Red lipid (TAG) fluorescence; cells loaded with 200 µM oleic acid | inhibition, % at 12.5 µM | 230,000 tested, 0.66% active | AID 651582, 2012;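 active = pattern-corrected inhibition of lipid staining of at least 50% with the nuclear-stain viability signal not falling by more than 50%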;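 note: 0% = DMSO wells and 100% = triacsin C control wells; some results filed as inactive read as strong as hits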
# H9c2 TAG inh DAPI viability: also measured in H9c2 TAG inh; calls as there; DAPI nuclei signal change (viability), lower = more cytotoxic, %;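 whole-well DAPI fluorescence read on a plate reader as a viability signal; minus 50 percent equals half of cells still viable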
# * = called active by the depositor. The list is partial, so the mix of outcomes need not match the whole.
SMILES,H9c2 TAG inh,H9c2 TAG inh DAPI viability
COP(=S)(OC)Oc1ccc(SC)c(C)c1,15,-1
CCOC(=O)/C(CCCN(CC)CC)=N\O,3,-2
O=C(c1cccnc1)N1Cc2ccccc2-n2nncc2C1,-4,3
CCOc1ccc(-c2c(C)n(-c3ccc(OCC)cc3)c3[n+]2CCCCC3)cc1,27,-19
CCCCc1nc2ccccc2c(=O)n1-c1ccccc1[N+](=O)[O-],-16,1
O=C(O)c1cc(Oc2ccc(C(F)(F)F)cc2Cl)ccc1[N+](=O)[O-],-9,0
COC(=O)C1=C(c2cccc(C#N)c2)C[C@@H]2CC[C@H]1N2C(=O)NCc1cccc2ccccc12,6,41
CNC(=O)Oc1cccc2c1OC(C)(C)O2,1,2
O=C1NC(=O)C2(Cc3c(nc4ccccn4c3=O)N3CCCCCC32)C(=O)N1Cc1ccccc1 (stereo not given),-14,2
CC1(CCl)CN1S(=O)(=O)c1ccccc1 (stereo not given),5,-4
N#Cc1ccccc1OCC(=O)N1CCN(CC(=O)Nc2ccc(F)cc2)CC1,5,5
CC(=Nc1ccccc1N)c1c(O)n(C)c(=O)[nH]c1=O,-4,11
O=C(CN1C2CCC1CC(O)(c1cccnc1)C2)Nc1ccc2c(c1)OCO2 (stereo not given),-12,0
Cc1nccn1Cc1ccc(Cl)nc1,-4,-5
Cc1ccc2c(c1)C(c1ccccc1)=NCC(=O)N2C,19,6
CCOc1ccc(CC2C(=O)NC(=O)N(c3ccc(CC)cc3)C2=O)cc1 (stereo not given),10,-8
CCCCn1c(O)c(C(C)=Nc2c(C)n(C)n(-c3ccccc3)c2=O)c(=O)[nH]c1=O,-10,58
COc1ccc(CN2C(=O)CC(=O)NC2=O)cc1,-2,2
O=C(CCN1CC=C(c2ccccc2)CC1)NCc1ccccc1,10,7
CN1CN(c2cccc([N+](=O)[O-])c2)CN=C1N[N+](=O)[O-],-4,0
COCCOC(=O)c1c(N)n(Cc2ccccc2)c2nc3ccccc3nc12,-2,66
CN(C)CCSCc1nnc2n1-c1ccc(Cl)cc1C(c1ccccc1Cl)=NC2,6,6
O=c1[nH]c(=O)n(-c2cccc3ccccc23)c(O)c1/C=N/N1CCCCC1,-6,3
CN1CCC(C)(O)C2CCCCC21 (stereo not given),-9,4
O=C(Nc1cccc(Br)c1)c1c(O)c2c(n(Cc3ccccc3)c1=O)CCCC2,8,3

# An excerpt of these results, with two lines to a compound.
# Value order – H9c2 TAG inh | H9c2 TAG inh DAPI viability
Cc1nccn1Cc1ccc(Cl)nc1
    -4 | -5
Cc1ccc2c(c1)C(c1ccccc1)=NCC(=O)N2C
    19 | 6
CCOc1ccc(CC2C(=O)NC(=O)N(c3ccc(CC)cc3)C2=O)cc1 (stereo not given)
    10 | -8
CCCCn1c(O)c(C(C)=Nc2c(C)n(C)n(-c3ccccc3)c2=O)c(=O)[nH]c1=O
    -10 | 58
COc1ccc(CN2C(=O)CC(=O)NC2=O)cc1
    -2 | 2
O=C(CCN1CC=C(c2ccccc2)CC1)NCc1ccccc1
    10 | 7
CN1CN(c2cccc([N+](=O)[O-])c2)CN=C1N[N+](=O)[O-]
    -4 | 0

# Next records follow.
SMILES,H9c2 TAG inh,H9c2 TAG inh DAPI viability
COC(=O)C1=C(c2ccc(F)cc2OCc2ccccc2)C[C@@H]2CC[C@H]1N2C(=O)NC1CCN(Cc2ccccc2)CC1,-1,16
NCC1(c2ccc3c(c2)OCCO3)CCCC1,1,-1
Cc1ccc(-c2cc(-c3ccc(C)cc3)[n+](-c3ccccc3)c(-c3ccc(C)cc3)c2)cc1,21,3
CNC(C)(C)Cc1ccccc1,-8,0
Cc1sc2ncnc(N3CCC(C(=O)Nc4ccc(C#N)c(Cl)c4)CC3)c2c1C,13,5
CCCCCc1cc(O)c2c3c(c(=O)oc2c1)CN(C)CC3,7,9
c1ccc2c(c1)Nc1ccccc1S2,8,-1
CC12CC[C@H]3[C@@H](CCC4(O)C[C@H](O)CCC34/C=N/NC(=O)c3ccccc3Cl)C1(O)CCC2C1=CC(=O)OC1 (stereo not given in full),6,-8
C=CCn1c(O)c(C(C)=Nc2cccc(C(=O)O)c2)c(=O)[nH]c1=O,2,5
CNC(=O)CSP(=S)(OC)OC,17,0
O=C1NC(=O)N(c2ccccc2)C(=O)/C1=C/c1ccc([N+](=O)[O-])s1,1,1
COc1cccc(C(=O)C2CCCN(Cc3cnn(C(C)C)c3)C2)c1 (stereo not given),-20,12
COc1ccc(C(=O)O/N=C(/C(N)=O)P(=O)(OC(C)C)OC(C)C)cc1,-6,4
COc1ccc(-c2nc3ccccc3c(=O)n2-c2ccc(OC)cc2)cc1,8,-2
CC(=NCCc1ccccc1)c1c(O)[nH]c(=O)[nH]c1=O,-1,4
CN(C)C(=O)Nc1cccc(OC(=O)N(C)C)c1,0,24
COc1cccc(N(C(C)=O)C2=NCCCS2)c1,-38,39
O=C(c1ccc(F)cc1Cl)N1CCC2(CC1)OCCO2,-13,-2
COC(=O)C1=C(c2ccc(S(C)(=O)=O)cc2)C[C@@H]2CC[C@H]1N2C(=O)N1CCCC1,-15,13
CNCC(O)c1cc(OCc2ccccc2)c(OCc2ccccc2)cc1F (stereo not given),-15,13
Cc1c(C=O)c2ccccc2n1Cc1ccccc1F,4,6
O=C(Cc1ccc(Cl)cc1)NCCN1CCN(C(=O)Cc2ccc(Cl)cc2)CC1,7,-2
Cc1ccc(N2C(=O)CC(=O)NC2=O)cc1Cl,-7,3
Cc1cc(C)c(-n2c(O)c(/C=N/NC(=O)c3ccncc3)c(=O)[nH]c2=O)c(C)c1,-1,-1
CN1CCN2c3ccccc3CC3(C(=O)N(C)C(=O)N(C)C3=O)C2C1 (stereo not given),5,5

# Compound profiles, as listed above:
# COC(=O)C1=C(c2ccc(S(C)(=O)=O)cc2)C[C@@H]2CC[C@H]1N2C(=O)N1CCCC1 across the screens: H9c2 TAG inh = -15; H9c2 TAG inh DAPI viability = 13
# Cc1c(C=O)c2ccccc2n1Cc1ccccc1F across the screens: H9c2 TAG inh = 4; H9c2 TAG inh DAPI viability = 6
# CC(=NCCc1ccccc1)c1c(O)[nH]c(=O)[nH]c1=O across the screens: H9c2 TAG inh = -1; H9c2 TAG inh DAPI viability = 4

# Next part:
SMILES,H9c2 TAG inh,H9c2 TAG inh DAPI viability
O=c1c2ccccc2[nH]c(=S)n1-c1cccc(C(F)(F)F)c1,12,2
C=CCn1c(O)c(C=NCCN2CCOCC2)c(=O)[nH]c1=S,1,-3
CC1CCCCC12C(=O)NC(=O)NC2=O (stereo not given),-3,-3
CCCCC(=O)N/N=C/c1c(O)n(CCc2ccc(OC)c(OC)c2)c(=O)[nH]c1=O,5,-11
Cc1ccc(C)c(OCC(=O)N2CCCN(C)CC2)c1,1,-1
CC1(O)C[C@]2(C)N(O)C3CCCC[C@@H]3N2O1 (stereo not given in full),4,4
Cc1cc(S(N)(=O)=O)ccc1N=Cc1c(O)n(-c2ccccc2)c(=O)[nH]c1=O,13,-12
Cc1ccc2c(c1)CC1(CN2C)C(=O)NC(=O)N(c2ccccc2C)C1=O (stereo not given),-3,10
O=C(CF)NC(NC(=S)Nc1cccc([N+](=O)[O-])c1)C(Cl)(Cl)Cl (stereo not given),-9,0
CCSC1=NN1c1cc(C)nc(N)n1,2,7
CCCCCn1c(=O)c(C(=O)NCc2ccncc2)c(O)c2ccccc21,-7,5
C=CCc1cc(C=C2C(=O)NC(=O)NC2=O)cc(OC)c1OCc1ccc(C(=O)O)cc1,13,-6
O=C(CCN1CCCCC1)NCC(=O)Nc1ccc(Br)cc1C(=O)c1ccccc1,8,1
Cc1cccc(N2C(=O)NC(=O)/C(=C\c3ccc(N4CCOCC4)cc3)C2=O)c1,-4,-6
O=C(OCCN1CCOCC1)C1(c2ccccc2)CCCC1,-8,-3
O=C(Cn1nc(-c2ccc(Cl)cc2)ccc1=O)N1CCC2(CC1)OCCO2,1,3
Clc1cccc(Cl)c1C1N2CCCN12 (stereo not given),-1,-5
O=C(NCc1cccnc1)Nc1ccc([N+](=O)[O-])cc1,11,-3
Cc1c(Cl)cccc1N1C(=O)NC(=O)/C(=C\c2cc(C)n(-c3cccc(C(=O)O)c3C)c2C)C1=O,-14,5
COC(=O)C1=C(c2ccc(F)cc2F)C[C@@H]2CC[C@H]1N2C(=O)NCCNC(C)=O,-6,5
C[C@]12CC[C@H](O)CC1=CC(=O)C1C2CC[C@]2(C)C(=O)CCC12 (stereo not given in full),0,-6
CN(C(=O)CN1CC=C(c2ccccc2)CC1)c1c(N)n(Cc2ccccc2)c(=O)[nH]c1=O,7,-4
CC1(C)NC(=O)[C@H]2CCCN21,-5,8
COc1ccc(N2CC2c2ccncc2)cc1 (stereo not given),-28,-1
NP(=O)(OCCCCc1ccccc1)Oc1ccccc1Cl (stereo not given),-26,11

# Rewritten with tabs: 3 of the compounds above
SMILES	H9c2 TAG inh	H9c2 TAG inh DAPI viability
C=CCc1cc(C=C2C(=O)NC(=O)NC2=O)cc(OC)c1OCc1ccc(C(=O)O)cc1	13	-6
O=C(CCN1CCCCC1)NCC(=O)Nc1ccc(Br)cc1C(=O)c1ccccc1	8	1
Cc1cccc(N2C(=O)NC(=O)/C(=C\c3ccc(N4CCOCC4)cc3)C2=O)c1	-4	-6

# (cont.)
SMILES,H9c2 TAG inh,H9c2 TAG inh DAPI viability
Cc1nc2cc(C(=O)N3CCC4(CC3)OCCO4)ccc2n1-c1cccc(F)c1,-132,-2
CC1=CC2OC3CC4OC(=O)C=CC=CC(=O)OCCC(C)C(O)C(=O)OCC2(CC1)C4(C)C31CO1 (stereo not given),123,-75
CCCC(=O)NC1=C(N2CC2)C(=O)C(NC(=O)CCC)=C(N2CC2)C1=O,16,-6
COc1cc(OC)cc(C2(C#N)CCN(C)CC2)c1,15,-4
O=C1NC(=O)N(CCNc2ncc(C(F)(F)F)cc2Cl)C(=O)C1Cc1ccc(Cl)cc1 (stereo not given),12,-2
O=c1[nH]c(=S)n(CCC2=CCCCC2)c(O)c1/C=N/Nc1ccccc1,-4,3
CS(=O)(=O)c1ccc(C2=C(CNC(=O)c3ccncc3)[C@H]3CC[C@@H](C2)N3CCOc2ccccc2)cc1,10,3
CC1(C(O)(C#CCN2CCCCC2)c2ccccc2)CCCC1 (stereo not given),-28,21
Cc1ccc(OP(=O)(O)Oc2ccc(C)cc2)cc1,-10,13
COC(COC(N)=O)C1=C(N2CC2)C(=O)C(C)=C(N2CC2)C1=O (stereo not given),60*,-48*
CCn1c(O)c(/C=N/NC(=O)c2ccccc2)c(=O)n(CC)c1=S,7,-15
NC(=O)c1ccc(N)nc1,14,-11
O=C1NC(=S)N(c2ccc(Cl)cc2)C(=O)/C1=C/N1CCN(C(=O)c2ccco2)CC1,1,-9
CN(C)CC1Oc2ccccc2OC1(O)c1ccccc1 (stereo not given),-2,-9
O=C1C2CCCN2C(c2cccc(Cl)c2)N1c1ccccn1 (stereo not given),13,-5
C(#CCN1CCOCC1)COCc1ccccc1,11,-9
CCC(=O)OC1(Cc2ccc(CC)cc2)CC(C)N(C)CC1C (stereo not given),11,-14
CN1OC[C@@H]2COc3ccc4ccccc4c3[C@@H]21,7,-5
COc1ccc(-c2nc(CSCC(=O)N3CCC4(CC3)OCCO4)c(C)o2)cc1OC,3,1
Cc1nc2ccccc2c(=O)n1-c1ccc(Br)cn1,-9,4
CC(CCN1CC1)=NNC(=O)Nc1cccc2ccccc12,6,0
O=c1[nH]c(O)c(C=Nc2ccccc2Sc2ccccc2)c(=O)[nH]1,-17,13
CCOC(=O)C(O)(c1ccc(N=c2ccccn2C)cc1)C(F)(F)F (stereo not given),-11,8
Cc1ccc2c(c1)c(=O)c1c3n2CCN(CC#N)C3CC1 (stereo not given),9,-3
COC(=O)C1=C(c2ccccc2)C[C@@H]2CC[C@H]1N2C(=O)NCCNC(C)=O,-2,-3
# Next part:
SMILES,H9c2 TAG inh,H9c2 TAG inh DAPI viability
OCC[n+]1c2ccccc2nc2ccc(N3CCOCC3)cc21,-3,-2
Cc1nc2ccccc2c(=O)n1-c1ccncc1,15,-9
Cc1cc(C=O)c(C)n1C1CCCCC1,-9,5
COc1ccc(CN2C(=O)NC(=O)/C(=C/c3ccoc3)C2=O)cc1,10,0
Cc1ccc(-n2cc(CNC(C)Cc3cnccn3)c(-c3cccc(C)c3)n2)cc1 (stereo not given),13,39
Cc1cc(N(CCCl)CCCl)ccc1C=NNC(=O)Cc1cc(=O)oc2cc(O)ccc12,8,16
COC(=O)C1=C(c2ccc(C(C)=O)cc2)C[C@@H]2CC[C@H]1N2C(=O)NCCO,11,0
c1cc2n(c1)-c1c(ccc3c1OCO3)CNC2c1ccc2c(c1)OCO2 (stereo not given),-6,9
COC(=O)CC1=C(C(=O)OC)C2(C(=O)Nc3c(C)cccc32)C(C#N)=C(N)O1 (stereo not given),8,-4
O=c1[nH]c(=S)[nH]c(O)c1C(c1ccccn1)c1c(O)[nH]c(=S)[nH]c1=O,4,1
N=c1c[n+](CC23CC4CC(CC(C4)C2)C3)[n-]o1,-36,6
CCC(=Nc1ccc(OC)cc1OC)c1c(O)n(C)c(=O)n(C)c1=O,-59,2
Cc1c(C=C2C(=O)N(C)C(=O)N(C)C2=O)c(=O)n(-c2ccccc2)n1C,3,-5
CNC(C(=O)c1ccccc1)C(OC)c1cccc([N+](=O)[O-])c1 (stereo not given),8,-5
O=c1[nH]c(CN2CC=C(c3ccccc3)CC2)nc2scc(-c3ccccc3)c12,-23,9
O=C1CC(c2cccnc2)=NN1c1ccc(Cl)cc1Cl,4,-1

# Single entries from the results shown.
# For H9c2 TAG inh, OCC[n+]1c2ccccc2nc2ccc(N3CCOCC3)cc21 has the entry -3
# For H9c2 TAG inh, CNC(C(=O)c1ccccc1)C(OC)c1cccc([N+](=O)[O-])c1 (stereo not given) has the entry 8
